# uPA generation – blocks generation of uPA at the cell surface. cell surface uPA generation assay, qHTS. Potency, µM (titrated, usually from 38.3 µM), for inactives: top-dose activity change, negative = inhibition, actives largely listed as inhibitors. 330,000 compounds, 0.31% hits. AID 540303; active = well fitted inhibition curve with a large enough effect; inconclusive = small, poorly fitted or top-dose-only effect; inactive = no such curve, though single readings can be large or run the other way; tested in mouse RAW 264.7 cells; also: potency is read from the fitted curve at half-maximal effect; % is scaled to controls: 0 for no effect and ±100 for the full control effect; nearly all actives have a fitted effect of over 55% in size
# Tb PFK block – T. brucei PFK enzyme inhibition | T. brucei PFK, ADP-Glo luminescence | 330,000 compounds, 0.17% hits | AID 485367 | Potency, µM (highest dose often 57.5 µM), inactives show top-dose activity, negative = inhibition, actives largely listed as inhibitors;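 also: potency is read from the fitted curve at half-maximal effect; 0% = uninhibited 1x PFK enzyme wells and -100% = no-enzyme wells; nearly all actives have a fitted effect of over 60% in size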
# Target sequence (O15648 whole entry, looked up): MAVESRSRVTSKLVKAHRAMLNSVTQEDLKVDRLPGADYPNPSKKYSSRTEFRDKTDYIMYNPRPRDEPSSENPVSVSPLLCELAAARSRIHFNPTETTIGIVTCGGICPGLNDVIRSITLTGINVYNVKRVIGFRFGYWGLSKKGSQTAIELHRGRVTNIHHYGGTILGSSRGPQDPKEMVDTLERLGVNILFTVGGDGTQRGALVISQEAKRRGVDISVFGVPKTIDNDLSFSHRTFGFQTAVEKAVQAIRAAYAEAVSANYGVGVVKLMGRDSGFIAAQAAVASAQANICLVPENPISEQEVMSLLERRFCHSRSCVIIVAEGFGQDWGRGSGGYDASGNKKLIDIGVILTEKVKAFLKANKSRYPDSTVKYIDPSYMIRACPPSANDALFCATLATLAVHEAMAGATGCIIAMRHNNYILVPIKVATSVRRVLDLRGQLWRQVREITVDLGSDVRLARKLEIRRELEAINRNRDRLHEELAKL
#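 Activity is normalized to no-enzyme wells (full inhibition) and 1.25 nM enzyme wells (no inhibition). Reaction: 0.5 mM F6P, 0.1 mM ATP, 45 min RT, ADP-Glo luminescence; concentration-response curves fitted and classed by quality.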
# Coupling enz – coupling enzyme interference in Giardia aldolase counter-screen; coupling enzyme system counterscreen, AmpLite Red fluorescence; 290,000 compounds, 0.67% hits; activity change, negative = inhibition, % at 58.2 µM, hits read low; in the data active = activity change below about -30%; also: % is scaled to controls: 0 for no effect and ±100 for the full control effect
#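 Counterscreen lacking aldolase: glyceraldehyde-3-phosphate coupling-enzyme reagent preincubated 10 min at RT with compound (at 57.5 uM final), then substrate/coupling system with AmpLite Red added; fluorescence read at 525/598 nm after 20 min RT.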
# Gal4-VP16 FLuc – Gal4-VP16 reporter inhibition counter-screen; Drosophila S2 Gal4-VP16 UAS-luciferase, luminescence, 20 h; Potency, µM (titrated, usually from 53.6 µM), for the others: at the top dose activity, negative = inhibition, hits mostly inhibitors; 310,000 compounds, 3.5% hits;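 also: Gal4-VP16 expression switched on by copper sulfate through the metallothionein promoter; potency is read from the fitted curve at half-maximal effect; % is scaled to controls: 0 for no effect and ±100 for the full control effect; nearly all actives have a fitted effect of over 50% in size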
# NPC1 promoter act – activates the NPC1 promoter | Potency, µM (series often up to 9.22 µM), inactives show at the top dose activation, hits mostly activators | 320,000 compounds, 2.4% hits | Huh7 NPC1 promoter luciferase reporter, 24 h;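 also: potency is read from the fitted curve at half-maximal effect; % of control where 0% means no effect; nearly all actives have a fitted effect of over 60% in size; reporter is driven by a mutant NPC1 promoter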
#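 Luminescence from an NPC1 promoter-driven luciferase reporter in stably transfected Huh7 cells was measured after 24 h compound treatment at 37 °C, followed by 10 min ambient incubation with luciferase detection reagent.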
# FLuc counter – counter-screen for miR-21 project: firefly luciferase inhibitors or activators | P08659 | purified FLuc, Km substrates, luminescence inhibition | Potency, µM (doses to about 57.5 µM), for the others: at the highest dose activity change, negative = inhibition, actives largely listed as inhibitors | 360,000 compounds, 6.9% hits;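 also: potency is read from the fitted curve at half-maximal effect; plate controls were vehicle for no effect and reference inhibitor for full effect; nearly all actives have a fitted effect of over 55% in size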
# Target sequence (P08659 whole entry, looked up): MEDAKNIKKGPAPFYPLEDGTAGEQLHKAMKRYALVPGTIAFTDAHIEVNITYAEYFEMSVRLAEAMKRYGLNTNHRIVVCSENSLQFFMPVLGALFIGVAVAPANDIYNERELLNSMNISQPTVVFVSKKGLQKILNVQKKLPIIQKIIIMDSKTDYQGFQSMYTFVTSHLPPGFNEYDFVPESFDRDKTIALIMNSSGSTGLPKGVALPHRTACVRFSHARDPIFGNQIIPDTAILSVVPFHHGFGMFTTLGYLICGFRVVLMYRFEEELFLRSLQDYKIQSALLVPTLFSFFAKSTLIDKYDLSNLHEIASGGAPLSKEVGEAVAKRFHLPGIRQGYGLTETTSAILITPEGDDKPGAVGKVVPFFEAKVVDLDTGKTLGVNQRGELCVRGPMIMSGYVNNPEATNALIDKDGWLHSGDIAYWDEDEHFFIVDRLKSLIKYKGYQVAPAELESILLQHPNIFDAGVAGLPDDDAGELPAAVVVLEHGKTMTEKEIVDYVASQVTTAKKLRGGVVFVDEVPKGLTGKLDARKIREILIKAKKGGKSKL
#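 Biochemical qHTS of compounds, final roughly 60 µM downward over six points, against 10 nM purified firefly luciferase using Km concentrations of substrates (10 uM D-luciferin, 10 uM ATP) in Tris acetate pH 7.5 buffer; luminescence output.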
# Giardia killer – Giardia lamblia killing | Giardia lamblia trophozoite viability | activity change, % at 7.66 µM, hits read low | 340,000 compounds, 0.15% hits | AID 540267; in the data active = activity change below about -80%; inconclusive = between about -30% and that limit;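 also: parasites exposed to compound for two days anaerobically before the ATP read; % is scaled to controls: 0 for no effect and ±100 for the full control effect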
#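 Compounds were tested on trophozoites seeded at 100 cells/well and held 48 hrs at 37 deg C anaerobically. An ATP-based luminescent kit measured the remaining live cells.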
# Rab9 prom act – activates the Rab9 promoter. AID 485297. Potency, µM (series often up to 9.22 µM), without a hit: top-dose activation, negative = inhibition, hits mostly activators. 320,000 compounds, 2.8% hits. Huh7 Rab9 promoter-luciferase reporter, luminescence, 24 h; also: potency is read from the fitted curve at half-maximal effect; % of control where 0% means no effect; nearly all actives have a fitted effect of over 60% in size
#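 Huh7 reporter line, Rab9 promoter upstream of luciferase. Compound exposure 24 h at 37 °C in reduced-serum medium with 10% FBS. Read-out: luminescence.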
# RORgamma inh – blocks mouse ROR gamma transcriptional activity | AID 2551 | 310,000 compounds, 5.4% hits | P51450 | Potency, µM (series often up to 53.6 µM), without a hit: at the top dose activity change, negative = inhibition, usual class: inhibitors | Drosophila S2 Gal4-RORgamma UAS-luciferase reporter, 20 h; also: potency is read from the fitted curve at half-maximal effect; % is scaled to controls: 0 for no effect and ±100 for the full control effect; nearly all actives have a fitted effect of over 60% in size
#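 Drosophila Schneider cells stably carrying a metallothionein-driven Gal4 DBD–ROR gamma fusion and a UAS-Photinus luciferase reporter were exposed to compound for 1 hr, then induced with copper sulfate (700 uM final) for 20 hr at ambient temperature before luminescence reading.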
# ELG1 genotoxic – genotoxicity induction in ELG1-luciferase HEK293T cells. HEK293T ELG1-luciferase reporter, luminescence, 16 h. Potency, µM (highest dose often 46 µM), inactives show top-dose activity change, positive = activation, usual class: activators. 330,000 compounds, 1.3% hits; also: potency is read from the fitted curve at half-maximal effect; % of control where 0% means no effect; nearly all actives have a fitted effect of over 60% in size
#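 HEK293T cells expressing luciferase-tagged ELG1 were exposed to compound or DMSO vehicle for 16 hr at 37 °C and 5% CO2. Luciferase activity was then measured with ONE-Glo after 30 min at room temperature.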
# KCNH2 3.1 block – inhibitors of human KCNH2 3.1 potassium channel isoform; U2OS KCNH2 3.1, thallium flux FluxOr; active compounds read low; activity change, % (tested at about 1.8 µM); 340,000 compounds, 0.95% hits;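 active = maximum activity change below -70%; inconclusive = maximum activity change from -70% to -50%; inactive = maximum activity change above -50%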;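 also: thallium influx rate constant from kinetic fluorescence after stimulation buffer; % is scaled to controls: 0 for no effect and ±100 for the full control effect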
#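 Thallium flux via FluxOr fluorescence (Red40 quencher, 45 min loading) in U2OS cells virally expressing the KCNH2 3.1 isoform (1.77 x 10^8 /mL virus, overnight at 37 C). Rate constants from 2-min kinetic reads post-stimulation, normalised to positive and negative controls.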
# Active calls of the source: *; ? = inconclusive; nt = not tested or not shown; [ ] = remark or other dose. Unless noted, calls follow the shape of the dose curve; as a rule, active = well fitted curve in the direction sought with a large enough effect; inconclusive = small, poorly fitted or top-dose-only effect, or another doubt; inactive = no such curve, though single readings can be large; an effect the other way counts as inactive or inconclusive.
SMILES,uPA generation,Tb PFK block,Coupling enz,Gal4-VP16 FLuc,NPC1 promoter act,FLuc counter,Giardia killer,Rab9 prom act,RORgamma inh,ELG1 genotoxic,KCNH2 3.1 block
CCOc1c(Br)cc(CNc2ncn[nH]2)cc1OC,-3%,0%,-2,1%[0.365 µM],-1%,4%,-29,-7%,-4%,4%,1
CCCn1c(SC(C)C(=O)NCC2CCCO2)nc2sc(CC)cc2c1=O (stereo unspecified),-7%,-2%,nt,3%,-1%,1%,?,9%,26%,0%,-8
COc1ccc(C(=O)Cn2c(C(=O)/C=C/c3ccccc3)nc3ccccc32)cc1,-11%,-2%,-3,?,1%,-22%,-14,-11%,4µM*,?,-14
COC(=O)c1c(C)[nH]c(C(=O)OC(C)C(=O)N2CCOCC2)c1C (stereo unspecified),-1%,7%,nt,nt,18%,-4%,16,16%,nt,7%,4
N#C/C(=C\c1c(Oc2ccccc2Cl)nc2ccccn2c1=O)C(=O)NC1CCS(=O)(=O)C1 (stereo unspecified),-10%,-5%,-4,1%,-2%,1%,3,4%,2%,0%,-3
Cc1nc(Nc2ccc3c(c2)OCCO3)c2oc3ccccc3c2n1,-11%,3%,0,-5%,14%,?,8,3%,24%,-3%,4
COc1ccc(N2CCN(C(CNC(=O)C3CCCCC3)c3cccnc3)CC2)cc1 (stereo unspecified),1%,-4%,2,-10%,2%,-7%,20,0%,15%,0%,4
Cc1ccc(N2CC(C(=O)Nc3nnc(SCC(N)=O)s3)CC2=O)cc1 (stereo unspecified),3%,-5%,-2,-1%,-6%,-1%,-12,-2%,1%,-2%,-1
Cn1nc(C(=O)NCCN2CCOCC2)c2ccccc2c1=O,-9%,-5%,-2,nt,-2%,0%,-2,2%,-6%[0.365 µM],6%,8
CC(=O)Nc1ccc(C(=O)NC2CCCC2)cc1,-4%,1%,3,7%,-3%,-1%,0,2%,-31%,0%,4
COc1ccc(C2C(C(=O)c3ccco3)=C(O)C(=O)N2CCc2ccccc2)cc1OC (stereo unspecified),9%,-2%,13,-5%,1%,2%,2,5%,11%,-1%,-4
COC(=O)c1ccc(COc2ccc(NC(C)=O)cc2)o1,5%,26%,3,?,-6%,1%,0,-1%,2%,2%,13
COc1ccc(S(=O)(=O)N2CCC(C(=O)c3ccc4c(c3)OCCO4)CC2)cc1,nt,0%,5,5%,-6%,-2%,-6,-3%,-20%,-8%,-5
O=C(CCn1cccn1)Nc1ccc2c(c1)OCO2,-6%,27%,1,0%,17%,?,7,26%,-1%,7%,-7
C=CCn1c(SC)nc2sc3c(c2c1=O)CCc1ccccc1-3,-4%,2%,-1,16%,0%,?,-21,-1%,14%,0%,3
CN1CCN(C(=S)NC(=O)c2ccc(Cl)cc2)CC1,5%,-19%,0,1µM*,1%,-3%,-13,-3%,0.4µM*,1%,4
c1coc(CNc2nc3sc4c(c3c3ncnn23)CCCC4)c1,-2%,1%,-4,19%,12%,?,-8,15%,15%,?,-3
Cn1c(SCC(=O)Nc2sccc2C#N)nnc1-c1ccccc1,4%,-3%,0,-14%,0%,1%,-13,-2%,38%,0%,6
Cc1ccc(NC(=O)NCc2ccccn2)cc1,1%,2%,0,-15%,13%,-16%,4,7%,35%,?,nt
Cc1ccccc1-n1ncc2c1CC(C)(C)CC2NC(=O)C1CCC1 (stereo unspecified),-2%,3%,nt,1%,-5%,-10%,?,-1%,9%,10%,13
CCN(C(=O)CCc1nnc2ccc(NCc3ccco3)nn12)c1ccccc1,-3%,2%,nt,6%,1%,-1%,4,0%,?,7%,-9
COc1ccc(C(=O)c2ccc(OC)cc2O)c(O)c1,-1%,-2%,0,12%,?,?,-1,?,55%,?,6
CC1CCN(S(=O)(=O)c2cn(CC(=O)Nc3cccc(C#N)c3)cn2)CC1,-4%,-7%,-1,-6%,5%,0%,-29,-2%,-12%,0%[9.26 µM],-9
CC(C)CNC(=O)COc1cccc(C(=O)NCc2ccccc2)c1,4%,-2%,0,-9%,2%,2%,7,-2%,9%,0%,-18
O=S(=O)(Nc1nc2ccccc2nc1NCCN1CCOCC1)c1cccc(Cl)c1,-1%,-7%,0,11%,24%,0%,-8,-1%,29%,-2%,3
COc1ccc(CCNC(=O)CCNC(=O)c2ccc(Br)cc2)cc1OC,-17%,11%,1,-3%,2%,3%,?,-1%,37%,0%,-14
Cc1ccccc1NC(=S)NC(=O)CCc1ccccc1,nt,1%,-11,-10%,1%,-4%,8,-6%,19%,-3%,8
COc1ccc(N2CCN(C(=O)c3ccc(COc4ccc5c(C)cc(=O)oc5c4)cc3)CC2)cc1,3%,4%,2,-23%,-2%,-2%,-18,-7%,40%,-1%,-22
CCCN(CCC)Cc1c(C(=O)N/N=C/c2ccc(Br)cc2)nnn1-c1nonc1N,0%,3%,-2,-13%,-1%,0%,12,-1%,-25%,-27%,-78*
O=C(CC1=NC2(CCCC2)Cc2ccccc21)N1CCOCC1,1%,5%,2,4%,1%,-2%,4,0%,1%,1%,11
CCOc1ccc(-n2cc(-c3ccccc3)c3c(SC(C)C(=O)OC)ncnc32)cc1 (stereo unspecified),0%,0%,3,-1%,0%,2%,-25,1%,30%,-5%,8
CCOc1ccccc1N(CC(=O)NC1CCCCC1)C(=O)CCC(=O)Nc1nccs1,7%,2%,-2,-4%,-4%,1%,-6,0%,13%,-4%,-2
Cc1ccc(Oc2cc(-n3nc(C)cc3C)ncn2)cc1,1%,3%,0,13%,11%,?,-4,18%,?,5%,13
O=S(=O)(c1ccc(Cl)cc1)N1CCC2(CC1)OCCN2S(=O)(=O)c1cccs1,-4%,0%,nt,nt,4%,0%,11,7%,nt,-1%,-19
O=C(Cc1ccccc1)Nc1ccc2c(c1)CCC2,nt,-5%,0,-17%,?,?,10,?,22%,13%,-25
Cc1ccc(NC(=O)c2cnc(N3CCN(c4ccccn4)CC3)c3ccccc23)c(Br)c1,-5%,8%,-1,?,-14%,-7%,-9,-14%,?,-19%,-20
Cc1nc(Sc2nnnn2C)c2c3c(sc2n1)CCC3,-19%,-5%,-1,-2%,-13%,0%,9,-30%,-19%,-11%,-14
Cc1ccc(C)c(COc2coc(CN3CCN(C(=O)c4ccco4)CC3)cc2=O)c1,0%,17%,nt,nt,4%,3%,9,-5%,nt,-4%,0
O=C(CCc1ccc(F)c(F)c1)NC1CCCN(Cc2ccc(Cl)cc2)C1 (stereo unspecified),1%,1%,4,4%,2%,0%,20,-3%,9%,-4%,-4
O=C(CCc1ccccc1)NNC(=O)Nc1ccc(Br)cc1,7%,-8%,nt,2%,10%,-9%,-1,10%,0%,7%,17
NS(=O)(=O)c1ccc(CNS(=O)(=O)c2ccc3c(c2)OCCO3)cc1,1%,-6%,nt,-3%,1%,5%,0,1%,-8%,2%,3
CC(=O)N1CCN(S(=O)(=O)c2cccc(C(=O)NNC(=O)Cn3ccc(C(F)(F)F)n3)c2)CC1,-2%,2%,nt,nt,-1%,5%,?,-2%,nt,-15%,9
O=C(COC(=O)CC1CC2CCC1C2)Nc1c(F)cccc1F (stereo unspecified),0%,1%,0,4%,-3%,?,-14,-5%,-2%,1%,3
COc1cccc(C(=O)Nc2ccc(-c3nc4ccccc4o3)c(O)c2)c1,5%,-6%,-1,7.1µM*,22%,2%,-1,20%,5µM*,-7%,-31
Cc1nc(C)c(C(=O)OCC(=O)Nc2ccccc2SCC#N)s1,-7%,-1%,nt,nt,1%,nt,-5,-7%,nt,-2%,2
NC(=O)c1cc2ccccc2o/c1=N\NC(=O)c1ccncc1,-4%,1%,2,-9%,-2%,-2%,-14,4%,-8%,0%,1
CC(C)(C)n1nnnc1C(c1ccc(F)cc1)N1CCC(C(N)=O)CC1 (stereo unspecified),2%,1%,2,-9%,-5%,0%,-28,-6%,-1%,-3%,12
CC(C)(C)NC(=O)CCc1nnc(Cc2c[nH]c3ccccc23)o1,3%,-19%,2,0%,8%,-1%,-5,9%,-6%,-3%,-110*
CSc1ccccc1NC(=O)CSCc1ccccc1Br,2%,1%,-8,0%,-5%,-14%,2,-8%,-16%,1%,-13
Nc1c(C(=O)NCc2ccco2)nnn1-c1ccccc1,-3%,-4%,-4,?,?,?,6,?,12%,?,-5
CCOC(=O)CSc1[nH]c2cc(OC)ccc2c1[N+](=O)[O-],-3%,-8%,-2,9%,-6%,4%,-8,1%,8%,-4%,9
CC1(C)C(=O)Nc2ccccc2N1C(=O)COC(=O)C1CCCCC1,3%,5%,0,5%,-4%,-1%,2,-2%,42%,5%,-17
